Screening results (PubChem)
IDH1 R132H inh: blocks human mutant IDH1 R132H enzyme; IDH1-R132H enzyme, NADPH consumption, diaphorase/resazurin fluorescence; O75874; actives 0.093% (n = 390,000); Potency, µM (top dose mostly 76.6 µM), without a hit: top-dose activity change, negative = inhibition, actives largely listed as inhibitors; also: potency is read from the fitted curve at half-maximal effect; % is scaled to controls: 0 for no effect and ±100 for the full control effect; nearly all actives have a fitted effect of over 65% in size
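IDH1-R132H (0.5 ug/mL) preincubated 30 min with compound, then NADPH (0.016 mM) and alpha-KG (2 mM) added; 80 min at RT, pH 7.5. Remaining NADPH coupled via diaphorase/resazurin to fluorescence (540/590 nm); concentration-response curves normalized to no-enzyme control.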
D2 agonist: agonists of human D2 dopamine receptor; actives 0.53% (n = 340,000); HEK293 T-REx D2 cells, calcium flux agonist mode; activation, % at 2 µM; P14416; AID 485358;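 active = activation over 3 SD above normal in the single-dose calcium agonist read, cut at about 30% in these data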; also: 0% is about no effect
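Agonism scored from kinetic calcium signal (1 read/sec, 180 s) following compound pin transfer, after a 10 s baseline. Cells: HEK293 Trex line expressing inducible D2 receptor coupled to calcium, dye-loaded after overnight culture at 30 C.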
TrxR1 substrate: is turned over as a substrate by rat TrxR1 | O89049 | purified TrxR1 substrate turnover, NADPH consumption readout | Potency, µM (titrated, usually from 114 µM), for inactives: at the highest dose activity change, negative = substrate turnover | actives 0.01% (n = 390,000) | AID 588456; also: potency is read from the fitted curve at half-maximal effect; % is scaled to controls: 0 for no effect and ±100 for the full control effect; nearly all actives have a fitted effect of over 50% in size
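Rat TrxR1, dispensed at 90 nM, was prereduced with 400 uM NADPH (final) for 5 min at ~22 deg C, then incubated with compound 15 min before 400 uM selenite. A first-read NADPH fluorescence drop versus no-compound background flagged substrates.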
D2 antag: antagonizes the human D2 dopamine receptor; actives 2% (n = 340,000); P14416; AID 485344; HEK293 TREx D2 cells, calcium flux, dopamine EC80; inhibition, % at 10 µM; in the data active = inhibition above about 30%; also: 0% is about no effect
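In this primary screen, negative modulation is detected by tracking calcium flux after an EC80 dopamine challenge in inducible HEK293 T-REx D2 cells preexposed to test compound for 180 s.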
USP1-UAF1 inh: inhibitors of human USP1/UAF1 deubiquitinase; O94782; recombinant USP1/UAF1, Ub-Rhodamine cleavage fluorescence; Potency, µM (titrated, usually from 57.1 µM), inactives show at the top dose activity change, negative = inhibition, usual class: inhibitors; actives 0.23% (n = 390,000); also: potency is read from the fitted curve at half-maximal effect; % is scaled to controls: 0 for no effect and ±100 for the full control effect; nearly all actives have a fitted effect of over 60% in size; inactives centre near -12
Target sequence (O94782 whole entry, looked up): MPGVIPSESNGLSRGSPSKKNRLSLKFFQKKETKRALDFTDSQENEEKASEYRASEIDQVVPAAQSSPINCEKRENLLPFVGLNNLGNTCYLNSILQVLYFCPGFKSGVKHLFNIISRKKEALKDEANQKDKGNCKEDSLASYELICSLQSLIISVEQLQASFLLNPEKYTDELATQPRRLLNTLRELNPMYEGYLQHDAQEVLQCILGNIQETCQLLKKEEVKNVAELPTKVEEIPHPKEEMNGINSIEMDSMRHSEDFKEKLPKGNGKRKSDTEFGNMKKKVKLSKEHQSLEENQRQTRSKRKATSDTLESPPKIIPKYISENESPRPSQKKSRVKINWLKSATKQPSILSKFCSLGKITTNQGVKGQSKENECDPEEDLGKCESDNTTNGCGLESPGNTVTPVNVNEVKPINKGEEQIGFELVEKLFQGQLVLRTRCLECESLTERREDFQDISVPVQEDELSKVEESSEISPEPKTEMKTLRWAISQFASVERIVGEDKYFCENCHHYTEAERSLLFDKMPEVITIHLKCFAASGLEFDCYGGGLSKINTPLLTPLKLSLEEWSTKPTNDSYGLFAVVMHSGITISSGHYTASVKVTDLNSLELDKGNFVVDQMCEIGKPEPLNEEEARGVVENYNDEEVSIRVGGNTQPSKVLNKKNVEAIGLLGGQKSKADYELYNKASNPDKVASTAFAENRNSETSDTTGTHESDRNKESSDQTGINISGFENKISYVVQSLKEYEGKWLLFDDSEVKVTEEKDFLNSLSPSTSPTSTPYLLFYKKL
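Step one: compound is pinned into 1nM USP1/UAF1 in HEPES pH 7.8 buffer with TCEP. Step two: 15 min room-temperature incubation. Step three: Ub-Rho (150nM final) starts cleavage, tracked by fluorescence over six one-minute reads.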
TRHR enhancer: allosterically enhances the human TRH receptor; TRHR cells, fluo-8 calcium fluorescence, EC20 TRH enhancement; enhancement, % at 2 µM; actives 0.66% (n = 360,000); in the data active = enhancement above about 30%; also: 0% is about no effect
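TRHR-expressing cells loaded with fluo-8 calcium dye were read kinetically (ex 480/em 530) during compound addition, then stimulated with an EC20 of TRH (10 nM final). Enhancement of the Gq-mediated intracellular calcium response was scored.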
Pin1 inhibitor: inhibitors of human Pin1. Pin1 FP peptide displacement, HiFluor488, 10 min. Potency, µM (doses to about 115 µM), without a hit: top-dose activity, negative = inhibition, actives largely listed as inhibitors. actives 0.009% (n = 390,000). AID 504891; active = well fitted inhibition curve with a large enough effect in the polarisation, with a control signal flat, not every such curve was filed as active; inconclusive = small, poorly fitted or top-dose-only effect, or effect the other way, or a change in a side signal; inactive = no such curve, though single readings can be large or run the other way; the % refers to the polarisation; also: potency is read from the fitted curve at half-maximal effect; % is scaled to controls: 0 for no effect and ±100 for the full control effect
Target sequence (Q13526 whole entry, looked up): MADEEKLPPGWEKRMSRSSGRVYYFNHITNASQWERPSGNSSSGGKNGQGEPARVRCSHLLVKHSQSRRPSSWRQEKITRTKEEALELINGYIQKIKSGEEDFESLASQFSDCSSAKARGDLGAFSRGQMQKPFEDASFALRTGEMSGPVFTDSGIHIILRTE
TrxR1 inh: inhibitors of rat thioredoxin reductase 1; recombinant rTrxR1, NADPH fluorescence consumption, selenite substrate; actives 1% (n = 390,000); Potency, µM (doses to about 114 µM), without a hit: top-dose activity change, negative = inhibition, most hits filed as inhibitors; also: potency is read from the fitted curve at half-maximal effect; % is scaled to controls: 0 for no effect and ±100 for the full control effect; nearly all actives have a fitted effect of over 65% in size
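Rat TrxR1 (90 nM in the dispensed reagent) was pre-reduced with 400 uM NADPH for 5 min at room temperature, then incubated with compound for 15 min. After 400 uM selenite was added, NADPH fluorescence (Ex 340/Em 450 nm) was followed for 8 min.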
TRHR agonist: agonists of human TRH receptor; activation, % at 2 µM; TRHR cells, calcium flux fluo-8, FDSS agonist mode; actives 0.18% (n = 360,000); AID 493084; in the data active = activation above about 30%; also: 0% is about no effect
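In this calcium-flux screen, cells bearing human TRHR are dye-loaded with fluo-8, baselined for 10 cycles, then exposed to library compounds; positive kinetic calcium responses during the agonist phase mark hits, with TRH as control.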
* hit, by the source's call; ? = inconclusive; . = no result given; [ ] = remark or other dose. Unless noted, calls follow the shape of the dose curve; as a rule, active = well fitted inhibition curve with a large enough effect; inconclusive = small, poorly fitted or top-dose-only effect; inactive = no such curve, though single readings can be large or run the other way. Some of the compounds tested; count on the stated rates, not on these rows.

The line under a structure holds: IDH1 R132H inh	D2 agonist	TrxR1 substrate	D2 antag	USP1-UAF1 inh	TRHR enhancer	Pin1 inhibitor	TrxR1 inh	TRHR agonist
CCCCCN(C(=O)CCC(=O)OCc1cc(C(C)=O)ccc1OC)c1c(N)n(CCCC)c(=O)[nH]c1=O
  -9%	0.4	1%	-8	-10%	3	-1%	-5%	0.4
O=C(Nc1cccc(F)c1)Nc1ccc2c(c1)CCC2
  5%	2.4	0%	-22	-27%	5	-2%	6%	1.4
Cc1nnc(NC(=O)CSc2cn(Cc3ccccc3)c3ccccc23)s1
  -5%	1.6	-3%[57.1 µM]	2	-2%	3	0%	18%[57.1 µM]	-0.7
CCOC(=O)c1cc2cc(OC)ccc2[nH]1
  2%	-1.2	65%[activator]	-8	-22%	6	4%	22%	-1.2
CC1=NN(c2ccc(C)c(C)c2)C(=O)/C1=C\C=C\c1ccc([N+](=O)[O-])o1
  -2%	0.5	-4%	10	-3%	-4	.	-16%	-0.3
N#CCC(=O)Nc1ccc(C(=O)OC(C(=O)Nc2cc(C(F)(F)F)ccc2Cl)c2ccccc2)cc1 (stereo unspecified)
  4%	0.3	-7%	10	-8%	5	?	9%	0.3
Cc1ccc(S(=O)(=O)N2CCCC(C(=O)NCCCN3CCCCC3C)C2)cc1 (stereo unspecified)
  2%	0.0	8%[57.1 µM]	-1	-10%	0	1%	18%[57.1 µM]	-0.2
CC(C)CCNC(=O)CN(Cc1cccs1)C(=O)CCC(=O)Nc1nccs1
  3%	0.6	6%	-19	4%	3	-7%	22%	0.2
Cc1noc(/C=C/c2ccccc2F)c1S(=O)(=O)N1CCC(C(=O)N2CCOc3ccccc32)CC1
  -18%	-0.3	3%[57.1 µM]	.	-16%	-8	-4%	29%[57.1 µM]	0.2
CCOCCCNC(=S)N1CCC(NC(=O)C2CCCCC2)CC1
  1%	0.4	3%	0	-18%	-2	1%	11%	0.1
O=S(=O)(c1ccc(Cl)cc1)N1CCC(c2nc3ccccc3[nH]2)CC1
  -2%	-1.0	4%[57.1 µM]	0	-9%	1	-2%	6%[57.1 µM]	0.5
CCC(=O)c1c[nH]c(C(=O)NCC2CCCO2)c1 (stereo unspecified)
  0%	0.4	-2%	-1	4%	-1	-2%	-5%[57.1 µM]	-0.2
COc1ccc(N(C)S(=O)(=O)c2cccc(C(=O)OC(C(=O)Nc3cc(C)cc(C)c3)c3ccccc3)c2)cc1 (stereo unspecified)
  1%	1.1	13%	-5	-11%	-7	7%	20%	0.5
O=C(Cn1ncc2c3ccccc3n(Cc3cccc(Cl)c3)c2c1=O)NCC1CCCO1 (stereo unspecified)
  7%	-1.4	8%	0	-14%	5	?	6%	-0.6
Cc1ccc(NC(=O)c2c(C)oc3ccc(O)c(CN4CCCCC4)c23)c(C)c1
  11%	-0.7	-5%	.	-26%	6	-7%	-1%	-1.1
O=C(NCC1CCCO1)c1ccc(S(=O)(=O)N2CCCCC2)cc1 (stereo unspecified)
  3%	0.2	-11%	6	-1%	0	-13%	-20%	1.4
COCC1CCN(Cc2nc(-c3ccc(OC)cc3)no2)CC1
  -15%	-0.6	0%	-1	-20%	4	-5%	13%	0.3
Cn1cnnc1SCC(=O)Nc1cccc(S(=O)(=O)N2CCCCCC2)c1
  3%	.	-9%	.	-8%	6	4%	-8%	0.3
Cc1ccc(NC(=O)c2oc3ccccc3c2NC(=O)Cc2cccs2)cc1
  4%	-0.1	15%	.	-21%	-4	17%	-7%	0.5
Clc1ccc(C[n+]2cc(-c3ccccc3)n3c2CCC3)cc1
  2%	-0.2	-25%[57.1 µM]	-19	-9%	-1	-7%	23%[57.1 µM]	0.4
CC(=O)Oc1ccc2c(C)c(CC(=O)N3CCN(C(=O)C4COc5ccccc5O4)CC3)c(=O)oc2c1C (stereo unspecified)
  -6%	0.4	40%[activator]	-14	-11%	1	?	0%	-0.4
CCCOC1CCCN(C(=O)c2ccc(OC)c(OC3CCN(C(C)C)CC3)c2)C1 (stereo unspecified)
  -2%	0.9	-4%	1	-4%	3	-3%	-1%	0.2
Nn1c(Cc2cccc3ccccc23)nnc1SCc1c(Cl)cccc1Cl
  -2%	5.1	-5%	8	-12%	-10	29%	8%	0.0
CC1(O)C(=O)c2ccccc2N(c2ccccc2)C1=O (stereo unspecified)
  7%	1.1	4%	2	-8%	2	0%	1%	0.2
COc1cc(-c2nnn(CC(=O)NC3CCS(=O)(=O)C3)n2)ccc1OCc1ccccc1 (stereo unspecified)
  4%	.	11%[57.1 µM]	.	-19%	0	4%	14%	0.6
Cc1cc2c(cc3c(SCc4ccc(Cl)cc4)nnc(C)n32)o1
  -4%	0.1	-6%	.	-26%	1	2%	13%	0.7
COCCCn1c(C(=O)NC2CCCCC2C)cc2c(=O)n3cccc(C)c3nc21 (stereo unspecified)
  0%	0.1	3%	-8	-2%	1	7%	20%	0.0
O=C(NCC1CCN(Cc2ccccc2F)CC1)Nc1cc(F)ccc1F
  -3%	2.6	-1%	16	-21%	-7	4%	11%	1.5
CCCCN(CCCNC(=O)C1CCCN(S(=O)(=O)CC)C1)Cc1ccccc1 (stereo unspecified)
  6%	-0.4	-6%	0	-22%	1	-2%	-3%	0.1
COc1cccc(NC(=O)CN(C)C(=O)c2cccc(S(=O)(=O)N3CCN(c4ccccc4)CC3)c2)c1
  0%	0.2	-12%	25	-13%	0	17%	4%	0.0
O=C1COc2ccc(C(=O)NC3CC3)cc2N1
  7%	0.2	-12%	0	0%	1	7%	-11%	0.0
Cc1ccc(OCC(=O)N(Cc2ccc(N(C)C)cc2)C2CCS(=O)(=O)C2)cc1 (stereo unspecified)
  1%	.	-1%	.	-22%	1	-1%	-18%	-0.1
CC1=CC(C)(C)n2c(O)c(N=NC(N)=S)c3cc(C)cc1c32
  1%	-0.7	1%	4	-12%	-7	0%	7%	0.5
CCC(C)NC(=S)N1CCN(Cc2ccc3c(c2)OCO3)CC1 (stereo unspecified)
  11%	-0.7	3%[57.1 µM]	18	-1%	3	2%	28%[57.1 µM]	-0.1
CCOc1ccc(OCCSc2nc3ccccc3o2)cc1
  -3%	0.3	-2%	12	-11%	4	-1%	2%	-0.1
O=C(c1cccc(S(=O)(=O)N2CCc3ccccc32)c1)N1CCOCC1
  1%	.	-6%	.	2%	.	0%	-1%	.
COC(=O)C(C)Oc1cc(OC(C)C(=O)OC)c2c(C)c(Cl)c(=O)oc2c1 (stereo unspecified)
  11%	0.1	404%[activator]	-1	-18%	8	0%	?	-0.1
O=C(COC(=O)c1cnc(Cl)c(Cl)c1)NCc1ccc2c(c1)OCO2
  17%	-0.3	-5%	0	1%	1	6%	-11%[57.1 µM]	-0.2
CCOC(=O)c1oc2cc(C)cc(O)c2c(=O)c1-c1csc(C)n1
  5%	-1.5	-15%	-2	1%	0	-2%	-9%	-0.1

In the list so far, these contain two or more sulfur atoms.
The line under a structure holds: IDH1 R132H inh	D2 agonist	TrxR1 substrate	D2 antag	USP1-UAF1 inh	TRHR enhancer	Pin1 inhibitor	TrxR1 inh	TRHR agonist
Cc1nnc(NC(=O)CSc2cn(Cc3ccccc3)c3ccccc23)s1
  -5%	1.6	-3%[57.1 µM]	2	-2%	3	0%	18%[57.1 µM]	-0.7
CC(C)CCNC(=O)CN(Cc1cccs1)C(=O)CCC(=O)Nc1nccs1
  3%	0.6	6%	-19	4%	3	-7%	22%	0.2
Cn1cnnc1SCC(=O)Nc1cccc(S(=O)(=O)N2CCCCCC2)c1
  3%	.	-9%	.	-8%	6	4%	-8%	0.3

Shown in markdown: part of the list above.
| Structure | IDH1 R132H inh | D2 agonist | TrxR1 substrate | D2 antag | USP1-UAF1 inh | TRHR enhancer | Pin1 inhibitor | TrxR1 inh | TRHR agonist |
| --- | --- | --- | --- | --- | --- | --- | --- | --- | --- |
| COC(=O)C(C)Oc1cc(OC(C)C(=O)OC)c2c(C)c(Cl)c(=O)oc2c1 (stereo unspecified) | 11% | 0.1 | 404%[activator] | -1 | -18% | 8 | 0% | ? | -0.1 |
| O=C(COC(=O)c1cnc(Cl)c(Cl)c1)NCc1ccc2c(c1)OCO2 | 17% | -0.3 | -5% | 0 | 1% | 1 | 6% | -11%[57.1 µM] | -0.2 |
| CCOC(=O)c1oc2cc(C)cc(O)c2c(=O)c1-c1csc(C)n1 | 5% | -1.5 | -15% | -2 | 1% | 0 | -2% | -9% | -0.1 |
